TCR-CD3 inh: human TCR-CD3 binding inhibition. TAMRA-labeled TCR probe fluorescence, biochemical. inhibition, % at 9.4 µM. 360,000 tested, 0.37% active. AID 651800; in the data active means inhibition above about 19%;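 further: recombinant mutant TCR 2C K166C tagged with TAMRA read by polarization; 0% = receptor in buffer alone and 100% = receptor with positive control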
HTRA1 inhibitor: blocks human HTRA1 serine peptidase | Q92743 | recombinant HTRA1, FP-rhodamine activity-based probe, fluorescence polarization | inhibition, % at 5.96 µM | 340,000 tested, 0.5% active | AID 504803; in the data active means inhibition above about 36%;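 further: 0% = enzyme with DMSO and 100% = wells lacking enzyme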
LEDGF integ inh: blocks HIV-1 LEDGF/p75-dependent DNA integration; inhibition, % at 3.7 µM; 370,000 tested, 0.64% active; TR-FRET IN-LEDGF/p75 DNA integration, Eu/Cy5;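 active means inhibition above the screen-wide mean plus 3 SD, cut at about 13% in these data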;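 further: signal is the Cy5 over europium emission ratio at 671 and 618 nm; 0% = plate median of compound wells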
UHRF1 MBD2 ctr: blocks human UHRF1 binding to methylated DNA; Q96T88; UHRF1 binding to methylated oligo, TR-FRET; inhibition, % at 4.4 µM; 370,000 tested, 0.75% active; AID 687016; in the data active means inhibition above about 21%;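 further: UHRF1 SRA domain binding a hemimethylated CpG hairpin DNA probe; 0% = median of test compound wells and 100% = reference inhibitor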
Target sequence (Q96T88 whole entry, looked up, the tested form may be a part): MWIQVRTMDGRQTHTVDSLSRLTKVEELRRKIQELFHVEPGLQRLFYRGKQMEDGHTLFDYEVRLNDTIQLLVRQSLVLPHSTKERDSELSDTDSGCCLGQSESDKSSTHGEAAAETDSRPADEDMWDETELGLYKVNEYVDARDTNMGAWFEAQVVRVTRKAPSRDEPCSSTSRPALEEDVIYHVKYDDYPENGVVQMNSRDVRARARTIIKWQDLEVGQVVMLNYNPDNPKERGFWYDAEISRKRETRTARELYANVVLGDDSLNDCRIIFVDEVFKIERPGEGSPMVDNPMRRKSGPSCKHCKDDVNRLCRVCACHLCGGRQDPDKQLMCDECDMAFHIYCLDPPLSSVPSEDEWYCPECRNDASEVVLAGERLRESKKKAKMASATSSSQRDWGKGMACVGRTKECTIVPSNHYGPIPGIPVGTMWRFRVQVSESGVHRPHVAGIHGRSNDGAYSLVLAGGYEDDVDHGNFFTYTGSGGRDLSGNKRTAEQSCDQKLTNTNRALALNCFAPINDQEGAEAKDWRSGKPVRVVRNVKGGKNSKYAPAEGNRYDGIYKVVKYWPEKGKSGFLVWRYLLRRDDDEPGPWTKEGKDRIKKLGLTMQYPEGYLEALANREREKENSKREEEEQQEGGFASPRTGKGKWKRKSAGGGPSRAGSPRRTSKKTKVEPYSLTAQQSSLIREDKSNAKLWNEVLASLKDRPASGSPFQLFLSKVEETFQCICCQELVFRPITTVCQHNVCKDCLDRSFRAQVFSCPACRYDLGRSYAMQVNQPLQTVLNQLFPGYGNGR
SIAE inh: inhibitors of human sialic acid acetylesterase SIAE | inhibition, % at 9.66 µM | AID 1053197 | SIAE FP-Rh probe binding, fluorescence polarization | Q9HAT2 | 370,000 tested, 0.69% active;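 active means inhibition above a cutoff: mean of compounds within the control limits plus 3 SD of those, cut at about 17% in these data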;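 further: 0% = plate median of compound wells and 100% = probe without SIAE protein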
PG9 binder: binds the HIV-1 gp120 antibody PG9; AID 624416; inhibition, % at 6.7 µM; 360,000 tested, 0.43% active; TR-FRET gp120-PG9 antibody binding; in the data active means inhibition above about 8.5%
DDE Tn7 FP inh: DD(E)-Tn7 binding inhibition, primary FP screen. 370,000 tested, 0.13% active. AID 720508. FP displacement of FITC-Tn7 peptide from fibrin DD(E); 0% = median of compound wells per plate. P02675. inhibition, % at 8.3 µM;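 active means inhibition above the mean of compounds falling within the control limits plus 3 SD of them, cut at about 14% in these data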;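 further: 0% = plate median of compound wells and 100% = 10 µM Aha-Tn7 peptide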
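Also added: labelled Tn7 tracer, 0.1 µM; Assay system: human fibrin DD(E) protein; Amount: 2 µM fibrin DD(E); Schedule: 10 min compound pre-incubation, 3 h probe incubation at room temperature; Repeats: one replicate per compound; Read-out basis: percent inhibition; Measured by: fluorescence polarization of the labelled Tn7 tracer.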
TDP2 inh: blocks human TDP2 phosphodiesterase activity; recombinant TDP2, T5PNP hydrolysis, p-nitrophenol absorbance 415 nm; inhibition, % at 12.8 µM; 370,000 tested, 0.34% active;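 active means inhibition above the mean of all tested compounds plus 3 SD, set per campaign, cut at about 25% in these data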;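 further: 0% = DMSO with enzyme and 100% = buffer with substrate but no TDP2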
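Read-out basis: percent inhibition. System: recombinant human TDP2. Buffer or medium: Mg2+-containing Tris-HCl buffer, pH 7.5. Repeats: single replicate. Timing: reaction 2 h, 37 °C. Benchmarks: high control without enzyme, low control DMSO plus TDP2. Probe or stimulus: 5 mM T5PNP. Doses: 12.8 µM only. Measured by: epi absorbance of p-nitrophenol freed from T5PNP by hydrolysis.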
PRMT1 inh: PRMT1 (human) inhibition, primary screen; Q99873; recombinant PRMT1, activity-based probe fluorescence polarization; inhibition, % at 2.79 µM; 370,000 tested, 1.3% active;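 active means inhibition above about 21% made by adding two undisclosed values, limit read from the data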
ABHD4 inh: ABHD4 (mouse) inhibition, primary FP screen; purified mABHD4, FP-Rh probe fluorescence polarization; 370,000 tested, 0.54% active; Q8VD66; inhibition, % at 8.92 µM;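 active means inhibition exceeding the mean over every tested compound plus 3 SD, cut at about 30% in these data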;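 further: 0% = plate median of compound wells and 100% = S159A mutant with DMSO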
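System: mouse ABHD4 enzyme, wild type / Medium: HEPES pH 7.0, NaCl, Pluronic buffer / Reagent: FP-Rh activity-based fluorescent probe / Control set: S159A mutant high control, sample median low control / Detection: fluorescence polarization with parallel and perpendicular emission, 525/598 nm / Schedule: 45 min + 60 min at 25 °C / Compound dosing: 8.92 µM, single dose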
* hit, by the source's call; . = no result given.

Preview, 9 compounds:
(1) CC(=O)c1cccc(-c2ccc3c(c2)C(C)(Cc2ccccc2F)C(=O)N3)c1 (configuration not stated)
(2) CN(Cc1ccccc1)C(=O)c1nc2ccccn2c1CN1CCC(N2CCOCC2)CC1
(3) FC(F)Oc1ccc(NC(=S)NCc2cccnc2)cc1
(4) CCOc1ccc(C(=O)Cc2cc(OC)c(OC)cc2[N+](=O)[O-])cc1
(5) COc1ccccc1NS(=O)(=O)c1cccc(C(=O)NCC(C)(C)N2CCOCC2)c1
(6) COc1ccc(C(=S)N2CCN(c3ccccc3C)CC2)cc1OC
(7) O=C(CSc1nnnn1Cc1ccccc1)c1ccc(F)cc1
(8) COc1ccc(-c2coc(CCC(=O)N3CCN(c4cc(C)ccc4C)CC3)n2)cc1
(9) Fc1ccc(CNc2ccc(CNc3ncn[nH]3)cc2)cc1
entry no.	1	2	3	4	5	6	7	8	9
HTRA1 inhibitor	.	12.2	-4.5	0.7	0.5	4.0	-5.2	-13.2	5.9
PG9 binder	2.6	-0.8	0.9	2.5	-1.2	-2.1	-0.3	0.6	-1.7
SIAE inh	-2.6	1.7	16.1	4.5	7.4	6.9	-5.7	-1.5	1.6
PRMT1 inh	2.6	1.7	-3.1	-3.3	0.9	1.1	-5.2	-0.5	-1.8
LEDGF integ inh	-4.0	-4.0	0.8	2.2	-0.3	1.8	3.3	5.4	-1.1
ABHD4 inh	-4.8	9.3	-4.3	8.1	-0.6	-5.2	-5.2	-5.4	1.8
TDP2 inh	1.8	10.1	-13.5	5.7	1.3	2.9	-15.2	-8.0	-12.7
UHRF1 MBD2 ctr	0.1	1.5	2.6	-2.3	1.4	-1.2	2.3	-2.8	-0.6
DDE Tn7 FP inh	-5.3	1.6	1.7	2.8	4.5	4.7	7.0	0.7	-3.5
TCR-CD3 inh	5.7	2.3	0.5	-4.2	-1.8	7.4	5.5	-2.5	0.7

Main list, from the start:
(1) CC(=O)c1cccc(-c2ccc3c(c2)C(C)(Cc2ccccc2F)C(=O)N3)c1 (configuration not stated)
(2) CN(Cc1ccccc1)C(=O)c1nc2ccccn2c1CN1CCC(N2CCOCC2)CC1
(3) FC(F)Oc1ccc(NC(=S)NCc2cccnc2)cc1
(4) CCOc1ccc(C(=O)Cc2cc(OC)c(OC)cc2[N+](=O)[O-])cc1
(5) COc1ccccc1NS(=O)(=O)c1cccc(C(=O)NCC(C)(C)N2CCOCC2)c1
(6) COc1ccc(C(=S)N2CCN(c3ccccc3C)CC2)cc1OC
(7) O=C(CSc1nnnn1Cc1ccccc1)c1ccc(F)cc1
(8) COc1ccc(-c2coc(CCC(=O)N3CCN(c4cc(C)ccc4C)CC3)n2)cc1
(9) Fc1ccc(CNc2ccc(CNc3ncn[nH]3)cc2)cc1
(10) NC(=O)C1CCN(c2nc(C3CC3)nc3c2nnn3Cc2ccccc2Cl)CC1
entry no.	1	2	3	4	5	6	7	8	9	10
HTRA1 inhibitor	.	12.2	-4.5	0.7	0.5	4.0	-5.2	-13.2	5.9	-7.5
PG9 binder	2.6	-0.8	0.9	2.5	-1.2	-2.1	-0.3	0.6	-1.7	6.0
SIAE inh	-2.6	1.7	16.1	4.5	7.4	6.9	-5.7	-1.5	1.6	-8.2
PRMT1 inh	2.6	1.7	-3.1	-3.3	0.9	1.1	-5.2	-0.5	-1.8	-1.3
LEDGF integ inh	-4.0	-4.0	0.8	2.2	-0.3	1.8	3.3	5.4	-1.1	-2.9
ABHD4 inh	-4.8	9.3	-4.3	8.1	-0.6	-5.2	-5.2	-5.4	1.8	4.6
TDP2 inh	1.8	10.1	-13.5	5.7	1.3	2.9	-15.2	-8.0	-12.7	2.4
UHRF1 MBD2 ctr	0.1	1.5	2.6	-2.3	1.4	-1.2	2.3	-2.8	-0.6	9.4
DDE Tn7 FP inh	-5.3	1.6	1.7	2.8	4.5	4.7	7.0	0.7	-3.5	-2.6
TCR-CD3 inh	5.7	2.3	0.5	-4.2	-1.8	7.4	5.5	-2.5	0.7	-4.4

(11) O=C(Nc1cccc2ccccc12)c1csc([C@@H]2O[C@H](CO)[C@@H](O)[C@H]2O)n1
(12) CCCCSc1nc(N)nc2c1ncn2C1OC(CO)C(O)C1O (configuration not stated)
(13) O=[N+]([O-])c1ccc(N2CCN(CCOc3nonc3-c3ccccc3)CC2)c(Cl)c1
(14) COc1cccc(-c2nnc(NC(=O)CCS(=O)(=O)c3ccc(F)cc3)o2)c1
(15) CC12CCC(c3c(CO)nn(-c4ccccc4)c31)C2(C)C (configuration not stated)
(16) NCC(=O)NCC(=O)NC[C@H]1O[C@@H](n2ccc(=O)[nH]c2=O)[C@H](O)[C@@H]1O
(17) O=S(=O)(c1ccc(Cl)nc1)N1CCCCC1
(18) CCN(CC)CCCC(C)n1c(C)cc(C(=O)NS(=O)(=O)c2ccc(C)cc2)c1C (configuration not stated)
(19) c1ccc2nc3ccccc3nc2c1
(20) O=C(O)c1ccc(S(=O)(=O)NC2CCCCCC2)cc1
entry no.	11	12	13	14	15	16	17	18	19	20
HTRA1 inhibitor	.	.	-5.2	14.9	1.8	5.5	5.3	3.3	-5.0	4.0
PG9 binder	-0.8	-0.2	2.1	-0.8	0.2	0.8	-1.5	-0.5	-8.5	0.1
SIAE inh	0.2	-9.3	-5.6	5.4	0.4	-6.3	-1.8	-2.6	0.0	-6.0
PRMT1 inh	2.5	-1.3	2.7	-2.7	-2.8	1.3	1.4	-1.3	-5.1	0.9
LEDGF integ inh	1.2	4.0	0.0	15.5*	-0.5	-2.7	-3.6	1.3	-2.0	-4.5
ABHD4 inh	3.2	-4.8	8.6	-5.7	3.9	-0.5	2.8	2.2	2.7	0.1
TDP2 inh	13.6	11.0	-1.6	-0.1	1.2	4.1	3.5	3.5	-2.7	0.4
UHRF1 MBD2 ctr	-1.6	19.6	1.6	-1.4	2.0	0.2	1.4	0.6	0.1	-1.8
DDE Tn7 FP inh	2.9	-7.3	-1.6	-0.1	1.5	6.2	8.2	3.6	-8.5	2.0
TCR-CD3 inh	0.8	-2.7	-6.5	-0.5	2.3	-7.2	4.5	0.5	8.4	-0.2

(21) OC(c1ccccc1)(c1ccccc1)C1CCN(CCCOc2ccc(C(F)(F)F)cc2)CC1
(22) CCN(CC)CCN1C(=O)C(=O)/C(=C(/O)c2ccncc2)C1c1ccccc1 (configuration not stated)
(23) CN(C)/C=C/C(=O)c1ccc([N+](=O)[O-])c(CS(=O)(=O)c2ccccc2)c1
(24) CCCCn1c(=O)[nH]c(=O)c2c1nc(-c1ccc(C#N)cc1)n2C1CCCC1
(25) CCOc1cccc(C=NNc2ccc(S(=O)(=O)Nc3ccccc3C(=O)O)cc2[N+](=O)[O-])c1O
(26) COc1ccc(C(CNC(=O)c2ccc(Cl)c(S(=O)(=O)N3CCCC3)c2)N2CCCC2)cc1 (configuration not stated)
(27) NC(=O)COc1ccc(C(=O)NCC2(N3CCOCC3)CCCCC2)cc1
(28) COc1ccccc1CC(=O)Nc1cc(OC)c(NC(=O)c2ccccc2)cc1OC
(29) O=c1c2ccccc2nnn1Cc1nnc(-c2ccccc2Br)o1
(30) O=C(O)CCS(=O)(=O)c1ccccc1Cl
entry no.	21	22	23	24	25	26	27	28	29	30
HTRA1 inhibitor	.	2.4	-7.5	-2.4	14.0	0.6	3.0	-2.7	-3.6	4.4
PG9 binder	-3.1	0.7	-1.2	-0.1	-1.3	-0.1	0.3	0.1	4.5	1.3
SIAE inh	5.8	-3.8	6.2	-2.0	-0.7	-3.0	-3.8	5.7	1.6	1.8
PRMT1 inh	-3.0	1.6	1.9	0.0	0.3	-3.6	-1.9	3.6	1.8	-1.2
LEDGF integ inh	0.9	-0.9	2.0	1.9	-1.8	4.3	-2.3	-4.0	-1.1	3.2
ABHD4 inh	19.7	-2.4	-1.3	5.7	61.9*	2.7	6.1	5.8	2.6	-2.0
TDP2 inh	-10.4	-10.5	-17.3	3.7	-3.6	-8.8	8.6	5.5	0.5	-2.9
UHRF1 MBD2 ctr	1.7	1.4	1.3	2.4	-2.6	-1.3	10.0	2.3	-1.2	2.5
DDE Tn7 FP inh	-0.2	7.1	-0.7	3.5	1.4	2.6	-4.0	7.7	4.7	12.5
TCR-CD3 inh	-4.8	1.5	-0.8	-7.3	2.6	1.1	-10.7	0.6	-8.5	1.2

(31) COC(=O)c1ccc2nc(-c3ccccc3)c(Cc3ccsc3)n2c1
(32) O=C(Cn1cnc2c(OCc3ccccc3)ncnc21)NCc1nc2ccccc2[nH]1
(33) COc1cccc(N2CCN(CC(=O)NCc3c(F)cccc3F)CC2)c1
(34) COc1cc(OC)c(/C=N/NC(=O)c2ccncc2)cc1Br
(35) O=C(/C=C/c1ccc(F)cc1)NNC(=O)CCN1CCN(Cc2ccccc2)CC1
(36) O=C(Nc1cc2c(cc1Br)OCCO2)c1ccc(=O)[nH]c1
(37) CC1(C)Cc2c(cnn2-c2ccccc2)-c2c1c1ccccc1n2CC(O)CBr (configuration not stated)
(38) COC(=O)C1=CN(CCCN2CCCC2=O)C=C(C(=O)OC)C1c1ccccc1C(F)(F)F
entry no.	31	32	33	34	35	36	37	38
HTRA1 inhibitor	.	-2.9	.	.	0.6	-7.5	15.9	2.2
PG9 binder	-1.9	-1.1	.	-3.5	0.5	0.5	0.0	2.1
SIAE inh	-1.0	-0.4	2.9	-11.9	3.3	-4.7	14.8	1.8
PRMT1 inh	3.4	-3.1	-4.7	-1.8	-2.9	-0.8	0.6	-0.8
LEDGF integ inh	-0.2	-1.9	0.8	3.7	4.0	0.6	-4.8	-0.9
ABHD4 inh	-2.6	-0.9	4.8	-12.6	-3.5	-2.0	-3.1	-4.8
TDP2 inh	-1.9	6.4	-0.6	-13.5	7.5	-1.2	-14.0	-1.4
UHRF1 MBD2 ctr	22.2*	-3.0	-1.3	-4.0	-1.3	2.3	-4.1	-1.4
DDE Tn7 FP inh	-1.8	-1.2	6.9	-6.5	3.0	-2.3	8.7	-0.6
TCR-CD3 inh	5.3	6.4	.	2.0	2.6	1.2	0.6	2.5

High-throughput results as filed in PubChem.
